FBW7 activator: FBW7 E3 ligase activators, primary screen, biochemical, AlphaScreen, human; F-box/WD repeat-containing protein 7 (Homo sapiens), Q969H0; AlphaScreen FBW7–phospho-cyclin E peptide binding, activator screen; normalized activity (activation), % at 26.1 µM; 650,000 compounds, 0.13% hits; AID 1259310, 2017; in the data active means normalized activity above about 1.9%;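 further: purified mutant Fbw7 with reduced substrate affinity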
GPR151 activ: activators of human GPR151, primary screen, cell-based, PathHunter beta-arrestin, luminescence; 650,000 compounds, 1% hits; PathHunter beta-arrestin GPR151 cells; activation, % at 11.2 µM; G-protein coupled receptor 151 (Homo sapiens), Q8TDV0; in the data active means activation above about 4.9%;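 further: 0% = median of compound wells and 100% = cells with positive control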
Target sequence (Q8TDV0 whole entry, looked up): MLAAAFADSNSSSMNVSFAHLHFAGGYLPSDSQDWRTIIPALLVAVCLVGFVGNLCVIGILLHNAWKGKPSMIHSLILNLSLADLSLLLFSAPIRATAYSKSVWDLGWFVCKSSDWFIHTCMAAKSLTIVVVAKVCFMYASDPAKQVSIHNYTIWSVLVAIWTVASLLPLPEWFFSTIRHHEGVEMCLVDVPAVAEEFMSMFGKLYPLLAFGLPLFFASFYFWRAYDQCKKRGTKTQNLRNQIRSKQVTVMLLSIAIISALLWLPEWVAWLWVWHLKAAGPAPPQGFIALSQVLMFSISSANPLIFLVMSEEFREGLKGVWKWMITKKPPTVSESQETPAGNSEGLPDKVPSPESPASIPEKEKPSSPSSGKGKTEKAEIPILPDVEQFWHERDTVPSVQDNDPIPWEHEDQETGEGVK
TEAD-YAP block: TEAD-YAP interaction inhibition, primary screen, TEAD-YAP interaction inhibitor project, luminescence, HEK-TIYL cells; TEAD-Gal4/YAP UAS-luciferase luminescence; inhibition, % at 9.12 µM; 640,000 compounds, 1.4% hits; in the data active means inhibition above about 32%;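 further: 0% = median of test compound wells and 100% = reference inhibitor wells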
MITF primary: MITF inhibitors, primary screen, biochemical, AlphaScreen, human. AID 1259374, 2018. AlphaScreen MITF homodimerization, bead proximity signal. inhibition, % at 2.6 µM. Microphthalmia-associated transcription factor (Homo sapiens), O75030. 650,000 compounds, 0.91% hits; in the data active means inhibition above about 50%;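 further: 0% = vehicle wells with protein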
Target sequence (O75030 whole entry, looked up): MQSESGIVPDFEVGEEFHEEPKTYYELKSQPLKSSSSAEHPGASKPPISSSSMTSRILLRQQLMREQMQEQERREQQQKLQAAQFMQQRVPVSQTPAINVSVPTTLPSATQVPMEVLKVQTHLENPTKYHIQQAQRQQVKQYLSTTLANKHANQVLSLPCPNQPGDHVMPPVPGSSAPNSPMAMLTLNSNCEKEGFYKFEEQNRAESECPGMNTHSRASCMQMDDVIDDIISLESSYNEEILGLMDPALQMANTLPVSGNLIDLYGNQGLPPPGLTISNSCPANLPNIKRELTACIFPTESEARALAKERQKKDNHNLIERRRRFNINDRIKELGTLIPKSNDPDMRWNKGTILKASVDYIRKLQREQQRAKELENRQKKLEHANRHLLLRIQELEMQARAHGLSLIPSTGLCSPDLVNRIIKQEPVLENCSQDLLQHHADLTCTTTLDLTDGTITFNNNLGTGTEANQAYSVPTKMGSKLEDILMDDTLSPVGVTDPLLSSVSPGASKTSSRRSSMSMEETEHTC
Active calls of the source: *. Outcome played no part in choosing rows; about 3.4% have a hit in one of these screens.

molecule,FBW7 activator,GPR151 activ,TEAD-YAP block,MITF primary
COc1ccc(CN2CCN(C(=O)c3ccncc3)CC2)cc1OC,-0.2,-0.3,3,70*
CC(=O)c1c(CSc2ccccc2)oc2ccc(O)c(CN(C)C)c12,-0.1,1.0,9,7
O=S(=O)(NCC(c1ccc2c(c1)OCO2)N1CCOCC1)c1ccc(Cl)cc1 (configuration not stated),-0.6,2.0,-5,6
Cn1cc(Br)c(C(=O)NNC(=O)Nc2ccccc2C(F)(F)F)n1,-0.3,-1.3,-39,-8
Cc1cc(NC(=O)COc2cc(Cl)ccc2Cl)no1,-0.1,-0.3,-6,-10
CCC1CN(CC(=O)NCc2cnn(C)c2C)Cc2cc(OC)ccc2O1 (configuration not stated),0.3,1.0,-6,-5
CCCOc1ccc(-c2nc(Nc3ccc(F)cc3)c3ccccc3n2)cc1,0.1,1.0,2,3
COC(=O)c1cccc(NC(=O)CSc2nc3ccccc3s2)c1,0.1,0.0,-1,-2

Sorted by molar mass (rising): part of the list above
molecule,FBW7 activator,GPR151 activ,TEAD-YAP block,MITF primary
Cc1cc(NC(=O)COc2cc(Cl)ccc2Cl)no1,-0.1,-0.3,-6,-10
COc1ccc(CN2CCN(C(=O)c3ccncc3)CC2)cc1OC,-0.2,-0.3,3,70*
CC(=O)c1c(CSc2ccccc2)oc2ccc(O)c(CN(C)C)c12,-0.1,1.0,9,7
CCC1CN(CC(=O)NCc2cnn(C)c2C)Cc2cc(OC)ccc2O1 (configuration not stated),0.3,1.0,-6,-5
CCCOc1ccc(-c2nc(Nc3ccc(F)cc3)c3ccccc3n2)cc1,0.1,1.0,2,3
O=S(=O)(NCC(c1ccc2c(c1)OCO2)N1CCOCC1)c1ccc(Cl)cc1 (configuration not stated),-0.6,2.0,-5,6

(continued)
molecule,FBW7 activator,GPR151 activ,TEAD-YAP block,MITF primary
CC(=O)Nc1ccc(Nc2nc(N3CCN(c4ccccn4)CC3)nc3c2ncn3C2CCCCC2)cc1,-0.1,-1.2,4,-2
CC(Cn1ccc2ccccc21)NC1CCN(c2ccc(C(=O)N(C)C)cc2)CC1 (configuration not stated),0.1,-1.1,-6,-14
O=C(NCCc1ccccc1)c1ccc(N2CC3CC(C2)c2cccc(=O)n2C3)c(NS(=O)(=O)c2ccc(Cl)cc2)c1 (configuration not stated),-0.3,-2.4,-12,-14
Cc1cc(-n2c(SCc3ccc([N+](=O)[O-])cc3)nc3ccsc3c2=O)ccc1Cl,1.7,-0.8,-7,18
CC(C)OC(=O)C(=O)NN(C(=O)Nc1ccccc1)c1ccccc1,0.1,0.2,9,3
CC1CC(=O)N(C)c2ccc([N+](=O)[O-])cc2N1 (configuration not stated),0.3,-0.2,-10,7
CCCN(CCC)S(=O)(=O)c1ccc(F)c(C(=O)Nc2ccc(OCC)cc2)c1,-0.1,-0.3,-7,1
NS(=O)(=O)c1ccc(CCNC(=O)CCn2c(=S)[nH]c3ccsc3c2=O)cc1,0.0,0.7,-3,-1

Following part.
molecule,FBW7 activator,GPR151 activ,TEAD-YAP block,MITF primary
CCOC(CCn1c(SCC(=O)N(CC)CC)nc2ccccc2c1=O)OCC,0.0,2.0,5,2
O=C(C1CCN(Cc2ccc3c(c2)OCO3)CC1)N1CCOCC1,0.0,5.2*,-4,26
COc1ccc([C@@H](C)NC(=O)C2CCN(c3nc(C)c4ccc(OC)cc4n3)CC2)cc1,0.9,-0.7,7,20
CN1CCN(c2cc(=O)n(C)c(=O)n2Cc2ccc(F)cc2F)CC1,0.6,-0.3,-4,8
Cn1c2c(c(=O)n(C)c1=O)C(c1cccc(F)c1)C1=C(CCCC1=O)N2 (configuration not stated),0.2,0.3,-12,-4
O=C(NCc1ccccc1Cl)C(=O)Nc1cccc(F)c1,-0.1,3.0,-42,-4
CCOC(=O)c1c(NC(=O)CSc2nc(C)cc(C(F)(F)F)n2)sc2c1CCCCC2,-0.1,3.0,11,3
COc1ccc(-c2nnc(N3CCOCC3)c3ccccc23)cc1,-0.2,-0.5,-4,-2

A different layout for part of the listing above.
Cn1cc(Br)c(C(=O)NNC(=O)Nc2ccccc2C(F)(F)F)n1
  FBW7 activator: -0.3	GPR151 activ: -1.3	TEAD-YAP block: -39	MITF primary: -8

Cc1cc(NC(=O)COc2cc(Cl)ccc2Cl)no1
  FBW7 activator: -0.1	GPR151 activ: -0.3	TEAD-YAP block: -6	MITF primary: -10

CCC1CN(CC(=O)NCc2cnn(C)c2C)Cc2cc(OC)ccc2O1 (configuration not stated)
  FBW7 activator: 0.3	GPR151 activ: 1.0	TEAD-YAP block: -6	MITF primary: -5

CCCOc1ccc(-c2nc(Nc3ccc(F)cc3)c3ccccc3n2)cc1
  FBW7 activator: 0.1	GPR151 activ: 1.0	TEAD-YAP block: 2	MITF primary: 3

Continued.
molecule,FBW7 activator,GPR151 activ,TEAD-YAP block,MITF primary
NC(=O)c1ccc(NC(=O)CN2C(=O)c3ccccc3C2=O)cc1,0.1,1.5,0,3
CC(=O)c1ccc(C(=O)N(CCCN(C)C)c2nc3cc4c(cc3s2)OCCO4)cc1,-0.1,3.3,-6,2
Cc1ccc2nc(Nc3ccc(Br)cc3)c3nncn3c2c1,-0.1,1.1,10,10
COc1ccc(-c2noc(N3CCOCC3)n2)cc1OC,-0.2,-10,-58,-4
OC(CC#CN1CCCCC1)(c1ccccc1)C1CCCC1 (configuration not stated),-0.2,0.0,0,3
COc1ccc(NC(=O)NCc2ccncc2)cc1,-0.1,2.5,-4,-4
CN1CCN(CCCNC(=O)c2cc3c(=O)oc4ccccc4c3s2)CC1,0.0,-1.4,-16,4
CC(=O)Nc1ccc(SCCCC(=O)N2CCc3ccccc32)nn1,0.5,-0.2,5,11

Remaining list, next part.
molecule,FBW7 activator,GPR151 activ,TEAD-YAP block,MITF primary
COc1ccc(C2NC(=O)CCC2[N+](=O)[O-])cc1OC (configuration not stated),0.1,0.6,10,3
CCS(=O)(=O)N1CCCC(C(=O)NC2CC2)C1 (configuration not stated),-0.1,0.0,-2,-6
CCOC(=O)c1ccc(N2C(=O)C(O)=C(C(C)=O)C2c2ccc(Cl)cc2)cc1 (configuration not stated),0.0,-1.3,-4,-4
Cc1nnn(C23CC4CC(CC(C(=O)N5CCN(C6CCCCC6)CC5)(C4)C2)C3)n1,0.2,-1.4,-3,-3
CCOC(=O)Cn1c(O)c(N=NC(=O)c2ccncc2)c2ccccc21,-0.1,0.1,0,4
O=C1C(=O)N(c2ncccn2)C(c2ccc([N+](=O)[O-])cc2)/C1=C(\O)c1ccc(Cl)cc1 (configuration not stated),0.1,1.1,6,14
CCn1c(SCC(=O)c2ccccc2)nnc1-c1ccncc1,0.0,0.5,-12,-2
O=C1OC(c2cccc([N+](=O)[O-])c2)=N/C1=C/c1ccc(F)cc1,0.1,0.5,0,2

(more compounds)
molecule,FBW7 activator,GPR151 activ,TEAD-YAP block,MITF primary
CC(=O)c1c(C)[nH]c(C(=O)COC(=O)CN(C)S(=O)(=O)c2ccc(Cl)cc2)c1C,0.4,-1.0,8,10
CCCSc1nnc2c(n1)OC(c1cc(OC)ccc1OC)Nc1ccccc1-2 (configuration not stated),-0.1,0.7,-11,2
COc1ccc(CCNC(=O)c2cc(C(C)C)on2)cc1OC,0.1,1.3,-6,12
CN(C)c1c(C(=O)N2CC(=O)Nc3ccccc32)cc([N+](=O)[O-])cc1[N+](=O)[O-],0.0,0.7,6,17
COc1ccc(-n2cc(C(=O)Nc3cc(C)c(Cl)cc3OC)c3ccccc3c2=O)cc1,0.5,-0.2,3,14
CC(=O)Oc1cc(OC(C)=O)c2c(-c3ccccc3)cc(=O)oc2c1,0.0,0.3,9,-11
O=C(NCCCN(C(=O)C(F)(F)F)c1ccc([N+](=O)[O-])cc1)C(F)(F)F,-0.1,0.8,7,-4
CC(=O)Nc1ccc(Nc2cc(N3CCN(c4ccccn4)CC3)nc(N)n2)cc1,-0.1,0.6,-5,15

New compounds follow.
molecule,FBW7 activator,GPR151 activ,TEAD-YAP block,MITF primary
Cc1cccc(NC(=O)CCNS(=O)(=O)c2ccc3c(c2)c(=O)n(C)c(=O)n3C)n1,-0.1,-0.4,-3,4
COCC(=O)N(Cc1ccc(F)cc1)Cc1cc2cc(C)c(C)cc2n2nnnc12,0.0,-0.6,-4,26
Cc1cccc(-n2nc([N+](=O)[O-])c(=NCCO)n2O)c1,0.0,-0.3,3,15
N#Cc1ccccc1S(=O)(=O)N1CCN(Cn2nc(-c3ccco3)oc2=S)CC1,-0.3,-0.5,6,-10
O=S(=O)(c1ccc2ccccc2c1)N1CCCC(C(F)(F)F)C1 (configuration not stated),0.1,-0.6,3,3
O=C1CC(=O)CC(c2ccccc2Cl)C1,0.2,1.5,-2,18
COC(=O)[C@H]1CN(C(=O)CCn2nccc2C)C[C@@H]1c1ccc(F)cc1,0.0,-0.2,-2,-7
Cc1ccc(NC(=O)CSc2nc3ccccc3o2)cc1C,0.0,1.8,-48,18

Continued.
molecule,FBW7 activator,GPR151 activ,TEAD-YAP block,MITF primary
Clc1ccc(-c2cc(-c3ccc(Cl)cc3)n(-c3cccc(Cl)c3)n2)cc1,-0.1,0.6,-4,-4
O=C(CSc1ccccc1)Nc1nnc(-c2cccs2)s1,0.0,0.8,2,4
O=C1Nc2ccccc2/C1=C\c1cn(CC(=O)N2CCOCC2)c2ccccc12,-0.1,-0.3,-5,-1
O=C(CSc1nc2ccccc2nc1Cc1cccc([N+](=O)[O-])c1)Nc1ccc(F)cc1F,0.0,-0.8,0,-4
COc1ccc2[nH]cc(CCNC(=O)c3cccc([N+](=O)[O-])c3)c2c1,0.3,1.2,-6,4
O=C(NCCO)c1ccc(-c2ccccc2)cc1,0.0,0.7,-7,13
N#CCc1ccc(NC(=O)CCl)cc1,-0.1,-1.4,3,12
O=C(NCc1ccc2c(c1)OCO2)c1cccc(S(=O)(=O)N2CCOCC2)c1,0.5,3.2,9,10

(more compounds)
molecule,FBW7 activator,GPR151 activ,TEAD-YAP block,MITF primary
CC1CCN(S(=O)(=O)N2CCC(C(=O)NC3CC3)CC2)CC1,0.0,2.2,-3,-2
COc1ccncc1C(=O)Nc1ccc(F)cc1F,0.3,-2.3,-8,-7
COc1ccccc1NC(=O)c1sc(N2CCOCC2)nc1-c1ccccc1,-0.1,-0.2,-3,5
CC(CC(=O)N1CCC2(CC1)NC(=O)c1ccccc1N2)n1nnc2ccccc21 (configuration not stated),-0.2,0.2,-13,-5
CCCCOc1ccc(/C=C2/C(=O)NN(c3ccc(C(=O)OCC)cc3)C2=O)cc1OC,-0.1,-0.7,-8,-4
COc1ccc(NS(=O)(=O)c2ccc(NC(C)=O)c(Cl)c2)c(OC)c1,0.0,-0.7,7,7
COc1ccc(N2C(=O)CC(Sc3nnc(N)s3)C2=O)cc1 (configuration not stated),0.1,0.6,0,11
CC(C)Oc1ccc(C(=O)Nc2sccc2C#N)cc1,0.3,-3.6,-11,7

Other structures:
molecule,FBW7 activator,GPR151 activ,TEAD-YAP block,MITF primary
CC(C(=O)O)n1sc2ccccc2c1=O (configuration not stated),-0.1,-0.5,0,-14
CCC1(C2CCN(CCC(C)C)CC2)NC(=O)N(CC2COc3ccccc3O2)C1=O (configuration not stated),0.7,1.6,-5,0
O=C(NCC1CCCO1)NC(=O)c1ccccc1 (configuration not stated),0.1,-0.5,-2,1
O=C(N/N=C/c1ccccn1)C1CC1(c1ccccc1)c1ccccc1 (configuration not stated),-0.1,4.7,-2,1
COc1ccc(Nc2cc(-c3ccncc3)nc(-c3ccccn3)n2)cc1,-0.5,-1.1,0,21
COc1ccc2cc3c(N)c(C(=O)NCCc4ccc(OC)c(OC)c4)sc3nc2c1,0.0,0.0,-11,1
O=C(Cn1c(=O)c2cccn2c2cccnc21)N1CCN(C2CCCCC2)CC1,0.2,-0.3,3,-9
CCCOC1(C(F)(F)F)NC(=O)N(c2ccc(Cl)cc2)C1=O (configuration not stated),0.4,-0.8,6,15

Screening data from PubChem BioAssay.
